Compound activity (PubChem)
LDHA inh: blocks human lactate dehydrogenase A; P00338; 480,000 compounds, 0.15% hits; purified LDHA, NADH/diaphorase-resazurin fluorescence; stronger effect = lower value; AID 1347041; activity change, % (values are at about 110 or 230 µM); in the data active = activity change below about -30%; inconclusive = mostly about -25% to -30%;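 note: plate controls were DMSO wells for no effect and wells without enzyme for full effect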
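Enzyme activity of human lactate dehydrogenase 5 (2 nM; 0.06 mM NADH, 0.2 mM pyruvate, 5 min, RT) is measured via a resazurin/diaphorase fluorescence readout of residual NADH.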
POLB inh: inhibitors of human DNA polymerase beta; P06746; Pol beta primer extension/strand displacement, fluorescence kinetic; Potency, µM (titrated, usually from 114 µM), for the others: top-dose activity change, negative = inhibition, actives largely listed as inhibitors; 340,000 compounds, 1.3% hits; AID 485314; note: potency is the fitted concentration of half-maximal effect; % is set by controls: 0 for no effect and ±100 for the full control effect
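Preincubation: enzyme (10 nM) with compound, 15 min, RT. Reaction: substrate added to 50 nM final. Reads: 0 and 10 min. Analysis: normalized, Hill fit.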
Pol eta inh: blocks human DNA polymerase eta activity. Q9Y253. recombinant Pol eta, fluorescent DNA replication assay. Potency, µM (highest dose often 114 µM), for inactives: top-dose activity change, negative = inhibition, actives largely listed as inhibitors. 390,000 compounds, 1.2% hits; note: potency is the fitted concentration of half-maximal effect; % is set by controls: 0 for no effect and ±100 for the full control effect
Target sequence (Q9Y253 whole entry, looked up): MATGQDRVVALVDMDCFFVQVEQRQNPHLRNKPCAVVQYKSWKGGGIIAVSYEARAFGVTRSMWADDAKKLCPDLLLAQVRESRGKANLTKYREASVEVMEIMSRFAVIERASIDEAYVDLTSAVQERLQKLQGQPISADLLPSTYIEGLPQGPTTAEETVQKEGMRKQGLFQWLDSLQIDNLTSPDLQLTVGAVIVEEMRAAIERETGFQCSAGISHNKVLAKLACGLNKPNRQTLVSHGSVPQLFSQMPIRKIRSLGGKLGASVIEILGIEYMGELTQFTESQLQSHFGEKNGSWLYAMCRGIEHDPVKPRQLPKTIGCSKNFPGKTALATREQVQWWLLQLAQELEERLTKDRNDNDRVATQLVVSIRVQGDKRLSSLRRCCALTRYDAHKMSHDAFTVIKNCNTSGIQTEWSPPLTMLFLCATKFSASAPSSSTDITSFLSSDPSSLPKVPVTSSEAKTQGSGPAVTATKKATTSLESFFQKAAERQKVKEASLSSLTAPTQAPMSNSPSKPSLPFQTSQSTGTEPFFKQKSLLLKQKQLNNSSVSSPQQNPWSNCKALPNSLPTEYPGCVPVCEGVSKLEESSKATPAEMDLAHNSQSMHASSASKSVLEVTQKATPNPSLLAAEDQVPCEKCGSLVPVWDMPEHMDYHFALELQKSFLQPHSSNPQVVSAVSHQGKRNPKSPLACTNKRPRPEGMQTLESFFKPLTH
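Pol eta at 10 nM preincubated with compounds 15 min at room temperature; reaction started with fluorescent substrate (50 nM final) and read kinetically at 0 and 10 min.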
Pol kappa inh: DNA polymerase kappa (human) inhibition; Q9UBT6; purified Pol kappa, fluorescent DNA synthesis assay, 10 min; Potency, µM (highest dose often 107 µM), for inactives: at the top dose activity, negative = inhibition, most hits filed as inhibitors; 400,000 compounds, 0.53% hits; AID 588579; note: potency is the fitted concentration of half-maximal effect; % is set by controls: 0 for no effect and ±100 for the full control effect
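Activity was followed as the change in fluorescence between reads at 0 and 10 min after starting the reaction with 50 nM substrate. Beforehand, 10 nM polymerase had been preincubated with compound for 15 min at room temperature.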
APEX1 inh: blocks human APE1 abasic DNA cleavage. Potency, µM (series often up to 65.8 µM), inactives show top-dose activity change, negative = inhibition, actives largely listed as inhibitors. AID 2517. 350,000 compounds, 0.35% hits. P27695. recombinant APE1, TAMRA/BHQ-2 abasic DNA cleavage fluorescence;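 note: potency is the fitted concentration of half-maximal effect; plate controls were vehicle for no effect and reference inhibitor for full effect; nearly all actives have a fitted effect of over 55% in size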
Target sequence (P27695 whole entry, looked up): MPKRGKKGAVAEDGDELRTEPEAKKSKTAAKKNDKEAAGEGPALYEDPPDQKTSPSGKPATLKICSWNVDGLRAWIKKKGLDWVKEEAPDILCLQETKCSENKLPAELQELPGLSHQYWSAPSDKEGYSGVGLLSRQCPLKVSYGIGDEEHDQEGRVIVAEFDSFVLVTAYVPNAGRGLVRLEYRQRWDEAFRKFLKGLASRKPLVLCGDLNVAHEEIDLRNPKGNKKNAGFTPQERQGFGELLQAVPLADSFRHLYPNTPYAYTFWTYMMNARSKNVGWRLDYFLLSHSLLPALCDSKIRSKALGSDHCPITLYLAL
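Readout is kinetic fluorescence (ex 525, em 598 nm) from cleavage of 50 nM TAMRA/BHQ-2 THF abasic duplex by 0.75 nM APE1, compound added 15 min beforehand at RT.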
RGS4 inh: inhibitors of human regulator of G protein signaling 4 | P49798 | Transcreener GDP fluorescence polarization, RGS4-accelerated GTP hydrolysis | Potency, µM (top dose mostly 114 µM), inactives show top-dose activity change, negative = inhibition, most hits filed as inhibitors | 390,000 compounds, 0.039% hits | AID 504845; note: potency is the fitted concentration of half-maximal effect; % is set by controls: 0 for no effect and ±100 for the full control effect; nearly all actives have a fitted effect of over 75% in size; some results filed as inactive show a strong effect at the top dose
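MLSMR compounds (23 nl, pin-transferred) preincubated 10 min at room temperature with a 500nM (2x) first reagent, then RGS4 at 900nM (2x) plus Transcreener GDP mix added; fluorescence polarization (620/688 nm) read before and after 90 min at 30 °C.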
12-LOX inh: inhibitors of human 12S-lipoxygenase ALOX12. P18054. purified 12hLO, xylenol orange hydroperoxide absorbance. Potency, µM (doses to about 108 µM), without a hit: at the highest dose activity change, negative = inhibition, actives largely listed as inhibitors. 580,000 compounds, 1.1% hits. AID 1671190; note: potency is the fitted concentration of half-maximal effect; % is set by controls: 0 for no effect and ±100 for the full control effect
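Purified human 12hLO (150 nM final) in 25 mM Hepes, 0.01% Triton X-100, pH 7.0 was preincubated 15 min at room temperature with compound. Then 40 uM arachidonic acid was added, 30 min. Hydroperoxide was read by Fe-XO absorbance ratio 573/405 nm.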
ERG Ets-DNA blk: inhibitors of human ERG Ets domain-DNA interaction; 370,000 compounds, 0.028% hits; Potency, µM (series often up to 76.9 µM), for inactives: at the highest dose FP activity, negative = inhibition, usual class: inhibitors; fluorescence polarization, His-ERG Ets domain / labelled DNA; active = well fitted inhibition curve with a large enough effect in the polarisation, with a control signal flat; inconclusive = small, poorly fitted or top-dose-only effect, or effect the other way, or a change in a side signal; inactive = no such curve, though single readings can be large or run the other way; the % refers to the polarisation;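 note: polarization taken with two DNA probes labelled with fluorescein and Texas red; potency is the fitted concentration of half-maximal effect; % of control where 0% means no effect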
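His-tagged ERG Ets domain (1 uM in the protein solution; 300mM KCl, 50mM Tris-HCl, 1mM EDTA, 1mM DTT, pH 7.5) received compound, then a probe mix of 5 nM fluorescein-DNA and 100nM Texas-615-DNA. Fluorescence polarization was read for both dyes.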
Anesthetic bind: binds horse apoferritin like a general anesthetic; Potency, µM (doses to about 77.5 µM), inactives show at the top dose activity change, negative = displacement, usual class: inhibitors; apoferritin/1-aminoanthracene competitive binding, fluorescence; P02791; 350,000 compounds, 0.074% hits; AID 485281; note: potency is the fitted concentration of half-maximal effect; % is set by controls: 0 for no effect and ±100 for the full control effect; nearly all actives have a fitted effect of over 20% in size
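Concentration-response curves derived by four-parameter Hill fitting of normalized fluorescence, where compounds displaced 1-AMA from 10 uM horse apoferritin following a brief 10 min room-temperature incubation; propofol titration acted as positive control.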
* = called active by the depositor; ? = inconclusive; / = not tested or not shown; & = joins results of further samples; ! = a repeat was not active; [ ] = remark or other dose. Unless noted, calls come from the whole dose curve; as a rule, active = well fitted curve in the direction sought with a large enough effect; inconclusive = small, poorly fitted or top-dose-only effect, or another doubt; inactive = no such curve, though single readings can be large; an effect the other way counts as inactive or inconclusive.

Structure	LDHA inh	POLB inh	Pol eta inh	Pol kappa inh	APEX1 inh	RGS4 inh	12-LOX inh	ERG Ets-DNA blk	Anesthetic bind
N=c1nc(N)nc2n1NC(c1ccc(F)cc1)=CS2	-3.7	-1.0%	-16.8%	1.2%	-5.6%	-37.6%	-2.7%	17.8%	-12.3%
CC1(C)C(=O)C2(C(=O)NCc3ccccc3)CCC1C2 (centres undefined)	-5.4	3.0%	-12.6%	2.7%	3.3%	-12.5%	-2.8%	-5.3%	-0.3%
COc1ccc(NC(=O)N2CCCC2C(=O)Nc2ccc(C)cc2C)cc1 (centres undefined)	-2.2	18.3%	-5.6%	-5.7%	26.8%	2.2%	-28.2%	2.9%	-2.2%
Cc1ccccc1NC(=O)c1cccc(C(F)(F)F)c1	1.3	27.1%	-20.9%	-7.7%	0.0%	-28.5%	-13.1%	-2.9%	2.2%
Cn1cnc([N+](=O)[O-])c1Oc1cccc2ccccc12	10.8	34.6%	?	-1.0%	17.9%	-17.6%	-4.7%	-4.9%	-15.6%
CCOCCCNC(=O)Nc1cc(C(=O)NCc2ccc(C(C)C)cc2)ccc1N1CCCC1	2.6	6.2%	-18.1%	-7.1%[60.1 µM]	/	6.9%	1.1%	0.3%	34.7%[activator]
CCCCN(C(=O)c1cc(-c2ccco2)nc2ccccc12)c1c(N)n(CCCC)c(=O)[nH]c1=O	-12.1	/	50.1µM*	79.4µM*	-27.5%	-21.3%	?	4.6%	/
CCN1c2ccccc2-c2nc(SCC(=O)NCc3ccc(C)cc3)ncc2S1(=O)=O	-0.6	2.6%	-5.1%	3.5%	/	-15.2%	?	-0.2%	2.3%
CC(=O)N1/C(=C/c2ccc(N(C)C)cc2)C(=O)c2ccccc21	0.6	-6.7%	-9.4%	-5.8%	7.5%	?	-15.6%	4.8%	?
Cc1ccc2c(c1)N(C(=O)CCC(=O)NCCCN1CCN(C)CC1)CCO2	0.6	-18.6%	-1.1%	12.3%	42.6%	0.7%	-10.5%	8.2%	-17.2%
NCCCC[C@@H](C(=O)N1CCNCC1)n1cc([C@@H](N)CO)nn1	-2.8	25.4%	-12.0%	13.9%	3.2%	-10.9%	-9.9%	7.1%	-0.5%
Cc1nc(NC(=O)C2CC2)sc1C(=O)Nc1cccc(Cl)c1	-1.5	0.6%	-22.6%	-2.4%	2.1%	-17.4%	0.0%	2.2%	-11.2%
CN(C)C(=O)c1ccc(-c2nc(N(C)Cc3ccco3)c3ccccc3n2)cc1	/	/	/	-10.5%[60.1 µM]	-5.0%	/	-19.7%	/	-1.8%
COc1ccc(CCNC(=O)c2cc3c(-c4ccc(OC)c(OC)c4)nn(C)c3s2)cc1OC	0.1	-7.6%	-32.1%	-9.9%	/	-31.1%	-14.1%	-6.7%	119.6%[activator]
CCCC[n+]1ccn(-c2nc3c([N+](=O)[O-])cccc3n2C)c1	-9.3	13.8%	2.0%	-13.4%	-1.3%	-1.0%	?	5.4%	-7.5%
O=C(CN1C(=O)/C(=C\c2cccc(F)c2)Oc2ccccc21)N1CCN(c2ccccn2)CC1	-0.8	8.8%	-10.5%	0.6%	1.4%	-0.2%	-1.4%	-13.4%	23.4%
CCOc1ccccc1C(=O)NCc1ccc2c(c1)CCN2C(=O)c1ccccc1	3.3	3.8%	-16.2%	0.3%[60.1 µM]	/	-32.2%	-13.1%	-4.5%	-10.9%
Cc1ccc(NC(=S)N2CC(C)OC(C)C2)cc1C (centres undefined)	-2.0	-7.0%	-19.9%	-11.3%	5.1%	-15.8%	0.6%	7.0%	-7.7%
O=C(NC1CCN(C(=O)c2ccccc2Br)CC1)c1ccccc1	-2.5	?	-12.5%	4.4%	20.7%	-12.8%	46.4%	5.7%	-1.8%
Cc1ccc(C(=O)n2nnc3ccccc32)cc1[N+](=O)[O-]	-6.2	-3.1%	-0.2%	-11.1%	-1.0%	2.9%	2.1%	-0.1%	-2.0%
CC(=O)N1CCc2cc(Br)cc(S(=O)(=O)NCCc3ccc(Cl)cc3)c21	-5.0	-14.6%	-20.2%	-10.2%	/	-10.7%	0.0%	-9.9%	-1.3%
COc1ccc(C(CNC(=O)c2cccc(S(=O)(=O)Nc3ccc(F)cc3)c2)N(C)C)cc1 (centres undefined)	0.4	/	-6.0%	-12.9%	-17.7%	8.2%	?	10.9%	/
CNC[C@H](O)c1ccc(O)c(O)c1	7.7	-6.7%[57.1 µM]	0.4%[57.1 µM]	7.08µM*!	7.94µM*!	1.6%[56.9 µM]	1.4µM*!	18.5%	4.3%&3.8%&2.5%&10.5%
CCOC(=O)c1sc(=NC(=O)c2ccco2)n(C)c1C	-10.5	25.3%	1.5%	-0.6%	9.1%	-2.2%	-0.4%	-9.7%	-1.0%
Cc1cc(C)n2[nH]c(=O)c(N=Nc3ccccc3)c2n1	-2.1	-1.9%	-11.6%	-11.5%	-6.0%	-19.8%	241.7%[activator]	0.2%	?
COC(=O)C1=C(C)NC(C)=C(C(=O)OC)C1c1cn(-c2ccccc2)nc1-c1ccco1	6.7	-10.9%	-10.5%	-12.7%	?	?	?	2.3%	-0.8%
O=C(NCc1cc(Br)cc(Br)c1OC(=O)c1ccccc1[N+](=O)[O-])c1ccccc1	1.1	22.1%[57.1 µM]	-19.4%	-1.4%	?	10.8%	-20.3%	10.8%	-14.1%
CCOC(=O)NC(=S)Nc1c(C)n(C)n(-c2ccccc2)c1=O	-3.2	-0.9%	-17.8%	-8.1%	5.4%	-30.6%	-18.2%	-3.0%	-3.8%
COc1cc(C(=O)NCc2cc3cc(Cl)ccc3n2C)cc(OC)c1OC	-4.6	13.1%	-19.2%	2.2%	-15.5%	-15.9%	3.9%	0.2%	-12.7%
COC(=O)c1[nH]c2c(c1C(=O)OC)CCc1ccccc1-2	9.7	0.7%	-15.6%	-3.2%	-14.5%	-16.6%	-6.9%	-12.0%	-6.8%

3 of the entries above in order of their number in ERG Ets-DNA blk, largest number first.
Molecule	ERG Ets-DNA blk
N=c1nc(N)nc2n1NC(c1ccc(F)cc1)=CS2	17.8%
O=C(NC1CCN(C(=O)c2ccccc2Br)CC1)c1ccccc1	5.7%
CCOC(=O)c1sc(=NC(=O)c2ccco2)n(C)c1C	-9.7%

More structures
Structure	LDHA inh	POLB inh	Pol eta inh	Pol kappa inh	APEX1 inh	RGS4 inh	12-LOX inh	ERG Ets-DNA blk	Anesthetic bind
CCc1ccc(-n2c(=O)c3c(C)c(C(=O)N(C)C)sc3n(Cc3ccccc3F)c2=O)cc1	-1.2	4.2%	7.1%	-2.4%[60.1 µM]	/	2.6%	-9.0%	7.3%	-2.3%
N#Cc1c(Nc2ccccc2)c(C=NCCN2CCOCC2)c[nH]c1=O	-6.5	-3.5%	-10.9%	-6.9%	-5.3%	2.5%	16.8%	0.9%	-1.1%
CCOc1ccc(NC(=O)c2ccc(C#CC(C)(C)O)cc2)cc1	-4.8	-0.9%	-7.3%	-0.7%	-1.9%	-22.7%	-0.6%	5.1%	1.3%
CC(C)COc1ccc(C(=O)NCC2(N3CCN(C)CC3)CCCCC2)cc1	-4.0	-0.7%	2.2%	-12.2%	/	-19.5%	-10.9%	1.4%	-4.9%
O=C1CC(NS(=O)(=O)c2ccc([N+](=O)[O-])cc2)CN1c1ccc2c(c1)OCCO2 (centres undefined)	-6.0	/	2.0%	-8.3%	0.3%	0.2%	3.0%	-20.4%	/
CCCCN1C(=O)/C(=C/C=C2\Oc3ccccc3N2CC)SC1=S	-0.5	-5.4%	?	5.4%	13.2%	-16.7%	-8.9%	45.7%[activator]	-18.4%
COc1cc(CN(C(=O)c2ccc(C)cc2)c2ccccn2)cc(OC)c1OC	-0.7	-10.4%	-20.3%	-10.0%	/	-9.2%	-13.9%	8.5%	-2.4%
O=C(Nc1cc(Cl)cc(Cl)c1)c1ccc(F)c(S(=O)(=O)N2CCCC2)c1	-3.3	14.0%	-6.6%	-4.9%[60.1 µM]	/	-2.0%	?	0.3%	-16.4%
CCCCCSc1nc2c(c(=O)[nH]c(=O)n2C)n1CC	0.2	/	-4.3%	8.6%	/	?	-16.2%	-4.7%	/
O=C(NCC(=O)N(CC1CCCO1)C(C(=O)NC1CCCC1)c1ccc(F)cc1)c1ccco1 (centres undefined)	-10.2	2.0%	-3.3%	-8.5%	4.3%	8.0%	50.2%[activator][57.4 µM]	0.7%	-10.4%
O=C(NCc1ccc2c(c1)OCO2)C1CCN(c2ncccn2)CC1	-8.0	29.6%	-14.7%	-5.7%	6.8%	-12.9%	-18.3%	-0.3%	-6.0%
CN1CCN(CP(=O)(N2CCOCC2)N2CCOCC2)CC1	-3.7	10.1%	0.8%	-3.2%	12.9%	-12.8%	0.0%	-8.2%	-3.3%
CN(C)c1ccc(CNc2ccc3c(c2)ncn3C(C)(C)C)cc1	6.8	15.0%	5.5%	-13.3%	17.3%	-21.4%	0.0%	7.8%	7.6%

Not all compounds are listed; the hit share may differ from the screen's.
